Assay outcomes deposited in PubChem by several laboratories.
H69AR growth 86K: blocks growth of human H69AR lung tumor cells | H69AR lung tumor viability, ATP luminescence, 72 h; active compounds read low | viability, % at 10 µM | hit rate 6% among 85,000 | AID 598;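 active = viability at or below 40%; inactive = viability above 40%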;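 also: multidrug resistant small cell line overexpressing MRP-1 efflux transporter; 100% = mean luminescence of untreated control wells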
Lung fibro prol: blocks proliferation of human lung fibroblasts; LL 47 human lung fibroblast viability, ATP luminescence; active compounds read low; viability, % at 10 µM; hit rate 1.1% among 85,000; AID 719;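 active = viability at or below 50% in the single dose screen; inactive = viability above 50%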;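 also: compound exposure lasted 72 h before the ATP readout; 100% = median luminescence of untreated cell-only wells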
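Test system: LL 47 human lung fibroblasts / Incubation: 72 h compound exposure at 37 °C after overnight plating / Technique: luminescent ATP detection, CellTiter-Glo / Compound dosing: 0.1% DMSO in all compound wells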
LYP act: LYP (human) phosphatase activation. recombinant LYP, DiFMUP fluorescence; 0 = plate median, 100 = signal doubled. activation, % at 2 µM. AID 697. hit rate 0.11% among 96,000;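 active = activation at 2 µM above a set limit, the mean plus 5 SD, cut at about 37% in these data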
HUVEC inhibit: inhibitors of human endothelial cell proliferation | hit rate 1.1% among 86,000 | viability, % at 10 µM (by protocol) | HUVEC proliferation, CellTiter-Glo luminescence, 72 h; active compounds read low;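 active = viability at or below 30%; inactive = viability above 30%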;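 also: 100% = median luminescence of DMSO-only cell control wells on each plate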
PostGolgi ctrl: inhibits growth of the yeast control strain. inhibition, % at 10 µM. efflux-deficient yeast background strain, growth absorbance A615, 16 h. hit rate 5% among 98,000; in the data active = inhibition above about 30%
S1P2 antag: antagonists of human S1P2 receptor. O95136. cell-based S1P2 antagonist assay, inhibition at 5 uM. inhibition, % at 5 µM. hit rate 0.21% among 97,000. AID 736; in the data active = inhibition above about 45%;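 also: CRE beta-lactamase reporter cells expressing human S1P2 stimulated with S1P; 0% = agonist at EC80 alone and 100% = agonist plus reference antagonist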
Target sequence (O95136 whole entry, looked up): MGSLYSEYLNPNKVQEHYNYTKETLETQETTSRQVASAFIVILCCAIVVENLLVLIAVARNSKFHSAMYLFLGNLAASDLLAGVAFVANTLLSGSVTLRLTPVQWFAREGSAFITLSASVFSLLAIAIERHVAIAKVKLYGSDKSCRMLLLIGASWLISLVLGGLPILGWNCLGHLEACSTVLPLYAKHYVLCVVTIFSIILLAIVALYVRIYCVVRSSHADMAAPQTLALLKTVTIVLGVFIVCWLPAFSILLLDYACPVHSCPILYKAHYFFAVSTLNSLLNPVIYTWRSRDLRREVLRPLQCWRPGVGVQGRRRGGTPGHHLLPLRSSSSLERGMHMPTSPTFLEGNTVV
sEH inhibitor: inhibitors of human soluble epoxide hydrolase; hit rate 0.34% among 91,000; P34913; recombinant human sEH enzymatic activity assay; AID 707; inhibition, % at 2 µM; in the data active = inhibition above about 80%; also: values of inactives mirror those of a sister screen read the other way; many of its hits are not listed in these tables
Target sequence (P34913 whole entry, looked up): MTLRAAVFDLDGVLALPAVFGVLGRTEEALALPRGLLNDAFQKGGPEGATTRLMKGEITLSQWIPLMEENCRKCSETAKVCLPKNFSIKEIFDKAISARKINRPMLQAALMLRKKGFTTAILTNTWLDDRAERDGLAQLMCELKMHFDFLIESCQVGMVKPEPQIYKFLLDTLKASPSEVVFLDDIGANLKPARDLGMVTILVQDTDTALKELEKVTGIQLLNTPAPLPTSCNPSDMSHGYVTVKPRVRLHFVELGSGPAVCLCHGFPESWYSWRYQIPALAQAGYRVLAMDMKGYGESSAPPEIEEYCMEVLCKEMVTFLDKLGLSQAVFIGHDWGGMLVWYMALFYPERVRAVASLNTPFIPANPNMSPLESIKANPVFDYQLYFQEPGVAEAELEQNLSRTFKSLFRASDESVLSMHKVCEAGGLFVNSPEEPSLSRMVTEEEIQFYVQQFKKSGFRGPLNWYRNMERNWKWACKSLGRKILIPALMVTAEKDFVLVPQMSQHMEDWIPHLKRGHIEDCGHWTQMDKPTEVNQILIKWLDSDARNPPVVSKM
S1P2 ag: agonists of human S1P2 receptor; O95136; S1P2-expressing cell line, agonist reporter read-out; activation, % at 4.5 µM; hit rate 0.46% among 97,000; AID 729; in the data active = activation above about 16%;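 also: 0% = vehicle low control and 100% = maximal reference agonist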
sEH activator: activators of human soluble epoxide hydrolase; purified human sEH enzymatic activity, activator screen; AID 717; P34913; hit rate 0.04% among 91,000; activation, % at 2 µM; in the data active = activation above about 37%; also: values of inactives mirror those of a sister screen read the other way
An asterisk follows results filed as active; · = not tested or not shown. A portion of the library; the hit share may differ from the screen's.

mol	H69AR growth 86K	Lung fibro prol	LYP act	HUVEC inhibit	PostGolgi ctrl	S1P2 antag	sEH inhibitor	S1P2 ag	sEH activator
NC(=O)CSc1nnc2n(-c3ccccc3)c(=O)c3c4c(sc3n12)CCCCC4	85	98	·	109	-1	·	·	·	·
O=C1CC(N2CCN(Cc3ccc4c(c3)OCO4)CC2)C(=O)N1CCc1ccccc1 (configuration not stated)	89	107	·	120	2	·	·	·	·
CCCN1C(=O)c2ccc(C(=O)NCc3ccco3)cc2C1=O	88	88	2	95	3	0	4	-1	1
CCOC(=O)c1c(C)nc2sc3c(=O)n(-c4ccc(OC)cc4)cnc3c2c1-c1ccc(OC)cc1	·	·	-1	·	4	23	-4	-5	4
CCOC(=O)c1cc(=O)n2nc(-c3ccccc3F)nc2s1	74	95	-1	99	2	32	-4	-8	1
Cc1ccc(S(=O)(=O)Cc2nc3ccccc3c(=O)[nH]2)cc1	·	·	-1	·	2	12	-3	-4	4
CCCc1cc(=O)n2[nH]c(NCc3ccccc3F)nc2n1	84	105	-1	100	2	12	·	-4	·
CCOC(=O)c1nnn(-c2nc(N3CCCC3)nc(N3CCCC3)n2)c1-c1ccccc1	60	77	-9	85	12	8	6	-4	-6
O=C(OCC(=O)N1CCOCC1)c1ccc[nH]c1=O	90	104	2	103	21	-4	-13	-5	11
CCOC(=O)CSc1nc2sc(C)c(C)c2c(=O)[nH]1	95	96	-3	88	11	9	-12	-1	8
CCN(c1ccccc1)S(=O)(=O)c1ccc2[nH]cc(C(=O)NCCOC)c(=O)c2c1	80	101	3	94	-1	11	1	1	-2
O=C(Nc1cccc(Cl)c1)c1ccc(-n2cncn2)c([N+](=O)[O-])c1	·	·	-7	·	1	17	13	-6	-14
CCCCC(=O)N1CCCC(C(=O)OCC)C1 (configuration not stated)	93	104	-1	97	1	-6	17	-5	-18
Cc1csc2nc(CSc3nc4ccccc4o3)c(Br)n12	65	75	2	102	24	-36	10	-4	-8
Cc1cc(C)n(CC(O)COc2ccc(OCC(O)Cn3nc(C)cc3C)cc2)n1 (configuration not stated)	77	100	10	102	·	-28	-14	-6	17
O=C1CC(c2ccc(F)cc2)CC(O)=C1C=NCCN1CCNCC1 (configuration not stated)	89	97	-7	92	·	-13	2	-5	-3
CC1CCCC(C)N1C(=O)Cn1c(SCC(=O)NCc2ccc3c(c2)OCO3)nc2ccccc21 (configuration not stated)	50	61	-2	87	16	-3	·	-9	·
CCN(CC)c1ccc2c(C)c(CN3CCOCC3)c(=O)oc2c1	101	93	2	94	6	-20	4	26*	-3
COc1cc2nc3c4ccccc4n(CC#N)c3nc2cc1OC	100	102	0	95	4	-20	-12	8	9
COC(=O)c1ccccc1NC(=O)CSc1nnc(CNS(=O)(=O)c2ccc(C)cc2)n1C	95	107	-7	101	8	16	3	-3	-3
Cc1cccc(-n2ncc3c(N4CCCc5ccccc54)ncnc32)c1	35*	94	-1	87	12	-40	-9	2	8
COc1ccc(S(=O)(=O)Cc2ccc(C(=O)N3CCc4ccccc4C3)o2)cc1	87	103	2	105	-2	5	-4	-7	7
COC(=O)C1=C(C)N(CC(C)C)C(=O)/C1=C\c1cccs1	91	83	-9	83	14	-30	2	-1	-5
c1ccc(C(c2ccccc2)N2CCN(c3ccc4ccccc4n3)CC2)cc1	96	93	-1	94	13	-5	-10	-1	8
CC(=O)Nc1nc(C2COc3ccccc3O2)cs1 (configuration not stated)	·	·	41*	·	4	-6	-18	-3	17
Cc1ccc(Cn2c(NS(=O)(=O)c3ccccc3)nc3ccccc32)cc1	·	·	-1	·	15	20	10	-5	-9
O=C(O)C1C(c2ccccc2)C(C(=O)Oc2ccc(O)cc2)C1c1ccccc1 (configuration not stated)	96	109	9	114	1	23	·	-2	·
COCC(=O)Nc1cc(C(=O)Nc2ccccc2C)ccc1Cl	·	·	0	·	7	-8	-14	-2	17
CSc1nc(N(C)NC(=O)c2cccc(C)c2)c2ccccc2n1	·	·	-3	·	22	6	0	-1	-1
Cc1ncc(N=Nc2ccc(F)cc2)c(-c2ccc(Cl)cc2)n1	·	·	-7	·	9	20	3	-3	-2

Continued:
mol	H69AR growth 86K	Lung fibro prol	LYP act	HUVEC inhibit	PostGolgi ctrl	S1P2 antag	sEH inhibitor	S1P2 ag	sEH activator
CCN=C(N/N=C/c1ccc([N+](=O)[O-])cc1)SC	·	·	1	·	-1	20	12	-6	-13
CC(=O)Nc1cccc(-c2nnc(SCc3ccccc3C#N)n2C)c1	87	101	-4	97	0	-4	5	-4	-2
Cc1ccc(C2(C)NC(=O)N(CC(=O)NCCC3=CCCCC3)C2=O)cc1 (configuration not stated)	·	·	2	·	22	-16	14	-1	-13
O=c1cc(Nc2ccc3c(c2)OCCO3)[nH]c(=O)n1C1CCCCC1	18*	64	-22	57	·	-22	2	0	1
CCC(Sc1ccccn1)C(=O)Nc1nnc(C)s1 (configuration not stated)	94	105	-4	98	-13	-20	2	-3	2
CC1(C)CC(=O)C(Sc2nnc(-c3ccc(NS(C)(=O)=O)cc3)n2Cc2ccco2)C(=O)C1	96	99	-1	98	7	5	15	-6	-14
CCOC(=O)C1=C(N)n2c(s/c(=C/c3ccco3)c2=O)=C(C(=O)OC)C1c1ccco1 (configuration not stated)	4.8*	80	-7	13*	6	-5	-15	-4	14
CC(=Nc1ccc(C)cc1)c1sc2ccccc2c1O	80	96	2	107	4	24	4	-14	-3
COC(=O)c1cccc(-n2nnnc2SCC(=O)Nc2cc(C)on2)c1	81	99	9	85	22	2	-10	-3	10
COc1cccc2c1OC1(C)CC2NC(=O)N1c1cccc(C(=O)N2CCN(c3ccccn3)CC2)c1 (configuration not stated)	96	100	3	91	3	-8	4	-3	-6
O=S1(=O)C=CC(N2CCOCC2)C1 (configuration not stated)	·	·	0	·	3	-1	3	-4	-2
Cc1cc(C)c(C(=O)/C=C/c2ccc(C(C)C)cc2)c(=O)[nH]1	·	·	6	·	18	15	-14	-6	14
Cc1cc(C)nc(NC(=NCc2ccc3c(c2)OCO3)NC(=O)Nc2ccccc2)n1	49	99	4	69	19	-9	-10	-1	8
Cc1ccc(N(CC(=O)NC2CCCCC2)C(=O)c2ccc(C)s2)cc1	·	·	-2	·	28	10	81*	-10	-80
COc1cccc(OC)c1C(=O)N1CC(C)OC(C)C1 (configuration not stated)	88	102	-3	89	7	8	4	-6	-2
O=C1/C(=C/c2ccccc2)Nc2ccccc21	·	·	3	·	11	19	10	-5	-7
CCn1c(SCC(=O)NC(=O)Nc2ccc3c(c2)OCCO3)nnc1-c1cccs1	88	101	-10	80	3	6	55	-2	-55
S=C1NCCc2ccccc2C1c1ccccc1Cl (configuration not stated)	70	86	2	93	·	13	3	-4	-1
O=C(CCN1C(=O)c2ccccc2C1=O)NCc1ccco1	98	97	3	95	-12	12	-17	-4	13
CCCOc1ccc2oc(=O)c3c(c2c1)CCCN3C(=O)CN1CCN(c2ncccn2)CC1	43	98	8	91	·	-13	2	-3	1
CCOC(=O)C1=C(C)NC(=O)NC1c1ccccc1OCc1c(F)cccc1Cl (configuration not stated)	92	102	-15	100	6	-15	5	0	-9
COc1ccc(CNC(=O)c2onc(C)c2Cl)cc1	101	97	·	99	8	·	·	·	·
Cc1cccc(NC(=S)NNC(=O)c2ccc(Br)o2)c1	·	·	-8	·	5	14	-4	-8	4
COc1cc(NC(=O)CSc2nccc(C)n2)c(C(=O)O)cc1OC	76	99	4	96	16	-2	10	-9	-8
O=C(c1cc2ccccc2oc1=O)N1CCCC1	99	105	5	98	-3	-29	-7	-3	8
CCOC(=O)c1c(-c2ccccc2)nnn1-c1nc(OCC)nc(N2CCCCC2)n1	47	88	·	83	7	·	·	·	·
CCOC(=O)C(=O)Nc1ccc(F)cc1	86	108	-1	101	2	8	-8	-8	7
O=C(COc1ccc(F)cc1)NCC1CCCO1 (configuration not stated)	104	98	8	97	13	-16	-6	-4	9
Cc1ccc(NC(=O)c2cc(N3C(=O)C4CC=CCC4C3=O)ccc2N2CCOCC2)cc1Cl (configuration not stated)	72	94	-1	68	8	6	3	-7	-4
COc1ccc2c(c1)[nH]c1c(=O)n(CCCN3CCOCC3)cnc12	77	89	16	87	4	-2	9	-3	-9

(continued)
mol	H69AR growth 86K	Lung fibro prol	LYP act	HUVEC inhibit	PostGolgi ctrl	S1P2 antag	sEH inhibitor	S1P2 ag	sEH activator
COc1ccc(CCNC2=NCCS2)cc1	93	99	·	85	17	·	·	·	·
CCCCn1c(NCc2ccccc2O)nc2ccccc21	93	100	-4	87	22	19	-3	-4	2
CCOc1ccc(C(=O)CN2CCN(S(=O)(=O)c3ccc(F)cc3)CC2)cc1	87	98	-2	98	3	7	-8	-1	6
O=C(CSc1ncn[nH]1)N(C1CCCCC1)C1CCCCC1	92	106	-8	100	-1	-7	-4	-4	3
O=C(O)c1ccc(S(=O)(=O)Nc2ccc(F)c(Cl)c2)cc1	97	101	7	98	15	-16	-14	-6	12
CC(OC(=O)c1cc2sccc2n1C)C(=O)NCCc1ccccc1 (configuration not stated)	101	93	6	56	27	-19	-1	-5	0
CCCSc1nc2c(cnn2-c2ccc(C)c(C)c2)c(=O)[nH]1	89	90	-2	80	9	3	·	-4	·
c1ccc(-n2nnnc2SCCCSc2nc3ccccc3s2)cc1	89	95	4	111	10	-2	-5	-8	4
Cc1nn(Cc2c(F)c(F)c(F)c(F)c2F)c(C)c1NC(=O)c1c(-c2ccccc2)nn(-c2ccccc2)c1C	·	·	5	·	-2	8	2	-8	4
CC1(C)Cc2c(C#N)c(SCCOc3ccccc3)nc(N3CCOCC3)c2CO1	32*	85	-3	61	7	18	-3	-5	7
Cc1cccc(C)c1NC(=O)COc1cccc(/C=N/NC(=O)C(=O)NCc2ccccc2)c1	·	·	2	·	-1	16	10	0	-10
COc1ccccc1C(=O)NCC(=O)Nc1ccccc1	93	112	-6	96	3	14	-4	-2	4
CCCC12CN3CC(C)(CN(C1)C31C(=O)Nc3ccc(C)cc31)C2=O (configuration not stated)	96	102	-6	94	-2	7	3	-5	-5
CCOC(=O)N1CCN(CC(O)COc2ccccc2C(C)C)CC1 (configuration not stated)	82	107	-6	102	0	0	·	-6	·
CN(c1ccc(C(=O)Nc2ccccc2C(=O)N2CCCC2)cc1)S(C)(=O)=O	87	102	-6	106	-3	10	-3	-2	1
O=C(C1CCN(S(=O)(=O)N2CCC3(CC2)OCCO3)CC1)N1CCc2ccccc2C1	91	94	-1	89	6	0	11	1	-10
Cc1cc(C)n(Cc2n[nH]c(=S)n2Cc2ccccc2)n1	87	110	3	111	-2	24	11	-10	-8
CCCCCC(/C=N/Nc1ccc(S(=O)(=O)N2CCOCC2)cc1[N+](=O)[O-])=C\c1ccccc1	·	·	-7	·	3	-15	14	1	-11
COC(=O)c1cc(=O)nc2sccn12	84	104	2	97	4	3	1	-3	0
COc1cccc(C2=NOC(C(=O)NCc3ccco3)C2)c1 (configuration not stated)	36*	95	-1	73	-2	0	7	-2	-7

Just S1P2 antag, for some of the entries so far:
Molecule,S1P2 antag
CC(=O)Nc1cccc(-c2nnc(SCc3ccccc3C#N)n2C)c1,-4
Cc1ccc(C2(C)NC(=O)N(CC(=O)NCCC3=CCCCC3)C2=O)cc1 (configuration not stated),-16

Three entries drawn at random from those above, as already listed:
mol	H69AR growth 86K	Lung fibro prol	LYP act	HUVEC inhibit	PostGolgi ctrl	S1P2 antag	sEH inhibitor	S1P2 ag	sEH activator
Cc1cccc(C)c1NC(=O)COc1cccc(/C=N/NC(=O)C(=O)NCc2ccccc2)c1	·	·	2	·	-1	16	10	0	-10
O=C(C1CCN(S(=O)(=O)N2CCC3(CC2)OCCO3)CC1)N1CCc2ccccc2C1	91	94	-1	89	6	0	11	1	-10
O=C(O)c1ccc(S(=O)(=O)Nc2ccc(F)c(Cl)c2)cc1	97	101	7	98	15	-16	-14	-6	12
